KLF5 inh – KLF5 expression inhibitors, primary screen, DLD-1 cells, luminescence. DLD-1 KLF5 promoter-luciferase reporter. inhibition, % at 5 µM. hit rate 0.23% among 290,000;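 active = inhibition above a per-plate limit of that plate's mean compound inhibition plus 3 SD, cut at about 60% in these data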;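 also: 0% = DMSO wells and 100% = LY294002 at 200 µM; higher means less KLF5 promoter-driven luciferase light; inactives centre near -14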
AI-2 QS modul – Vibrio harveyi AI-2 quorum sensing modulators, primary screen, JMH597 strain, luminescence/OD600 ratio. Vibrio harveyi JMH597 AI-2 luminescence/OD600 ratio, 9 h; hits give low values; strain lacks LuxN and CqsS sensors; 0 = neutral-control median. activity change, % at 7.5 µM. hit rate 0.4% among 300,000; in the data active = activity change below about -75%, passing the limit was not always enough; inconclusive = no clear call, values can overlap the other calls;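 also: luminescence divided by OD600 gain over 9 h not by final OD600 alone; inactives centre near 13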
HSP90 inh – HSP90 inhibitors, primary screen, cell lysate, luminescence. Heat shock protein HSP 90 (rabbit reticulocyte lysate; luciferase refolding). Rabbit reticulocyte lysate, luciferase refolding luminescence, 3 h. inhibition, % at 5.6 µM. hit rate 0.91% among 290,000. AID 1789, 2009;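 active = inhibition above the screen-wide mean plus 3 SD, computed separately per campaign, cut at about 16% in these data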;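 also: 0% = DMSO wells and 100% = 60 µM geldanamycin wells; inhibitors lower the luminescence because luciferase stays unfolded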
aSyn UTR inh – MLPCN primary screen, SNCA 5' untranslated region; alpha-synuclein 5'UTR reporter, inhibitor activity; inhibition, % (tested at 7.5 µM); hit rate 0.82% among 300,000; AID 1813, 2009; in the data active = inhibition above about 60%; inconclusive = no clear call, values can overlap the other calls;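 also: H4 neuroglioblastoma cells stably carrying SNCA 5'UTR luciferase fusion; 0% = DMSO wells and 100% = positive control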
SKKanGAS inh – S. pyogenes SKKanGAS growth inhibitors in kanamycin, primary screen, streptokinase expression inhibitor project, SKKanGAS strain, BacTiter-Glo luminescence; 6 h; inhibition, % at 7.5 µM; hit rate 1.3% among 300,000;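 active = mean replicate score, as percent of positive control median, at least 50; inconclusive = mean below 50 but one replicate at or above 50; inactive = mean and every replicate below 50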;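 also: strain carries kanamycin resistance gene driven by streptokinase promoter and grows in 40 µg/ml kanamycin; loss of luminescence reflects streptokinase promoter inhibition or plain growth inhibition; 0% = median of DMSO wells and 100% = positive control at its reference dose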
Platelet DG rel – inhibitors of platelet dense granule secretion, primary screen, cell-based, MLPCN, human platelets; human platelet-rich plasma, SFLLRN dense granule ATP release, luminescence; inhibition, %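 (compounds screened at 7.5 µM in platelet-rich plasma)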; hit rate 0.22% among 300,000; AID 1663, 2009;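 active = mean replicate score, as percent of positive control, at or above 50; inconclusive = mean below 50 but at least one replicate at or above 50; inactive = mean and every replicate below 50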
HIF act – HIF pathway transcriptional activators, primary screen, cell-based, U2OS HRE-luciferase, luminescence | U2OS HRE-luciferase reporter; normalized: DMSO 0%, desferrioxamine 100% | hit rate 0.32% among 300,000 | activation, % at 7.5 µM (by protocol);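 active = mean activation of at least 10% of the iron chelator positive control signal, with at least half of replicates also reaching 10%; inconclusive = mean and replicate majority disagree about reaching 10%; inactive = mean and most replicates under 10%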
IEC-6 tox – cytotoxicity in IEC-6 intestinal epithelial cells, primary screen, cytotoxicity control for KLF5 inhibitor project, cell-based, luminescence | IEC-6 cytotoxicity, luminescence viability | inhibition, % at 5 µM | hit rate 0.78% among 290,000 | AID 1825, 2009; in the data active = inhibition above about 22%;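 also: 0% = plate median of test compound wells and 100% = cytotoxic reference compound wells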
HSF1 inh – HSF1 inhibitors in luciferase reporter cells, primary screen, cell-based, NIH3T3, luminescence; NIH3T3-HGL HSE-luciferase, MG132-induced, luminescence 8 h; hits give low values; activity change, negative = inhibition, % at 7.5 µM (by protocol); hit rate 0.77% among 300,000;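 active = more than half of replicate wells show activity change below -50%, luminescence cut by over half; inconclusive = some wells, but at most half, below -50%; inactive = no replicate well below -50%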;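 also: luciferase reports HSF-1 transcriptional activity via heat shock element; 0% = median of DMSO wells and -100% = zero luminescence signal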
HSF-1 act – HSF-1 activators, primary screen, NIH3T3-HGL cells, MG132 stress, luminescence, single point; NIH3T3-HGL HSF-1 luciferase reporter, 8 h; 100% = twice DMSO control signal; activation, % at 9 µM; hit rate 1.7% among 300,000; AID 504408, 2011;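 active = mean replicate activation of at least 50% with a set share of replicates each reaching 50%; inconclusive = only one of those two conditions met; inactive = mean below 50% and too few replicates reaching it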;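 also: 0% = median of the neutral control wells and 100% = twice that signal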
An asterisk follows results filed as active; ? = inconclusive; / = no result given.

Order of values: aSyn UTR inh, IEC-6 tox, HSF-1 act, HSF1 inh, AI-2 QS modul, SKKanGAS inh, KLF5 inh, HIF act, HSP90 inh, Platelet DG rel
O=C(c1cc(-c2ccccc2)on1)N1CCCCCC1
  -200, 10, ?, 38, -34, -2, -168, 1.6, 14, -6
CCOCCCNC(=O)c1cc(Sc2ccc(C)cc2)nc2ccccc12
  -13, 1, -1, 1, 21, 4, 8, -24, 0, 7
O=C(NCc1ccco1)c1cc2c(s1)CSC2
  -42, -8, 11, 2, 30, 5, -29, -0.2, 0, -10
O=C(NCCc1nnc2ccc(N3CCCCCC3)nn12)c1ccccc1F
  -13, 5, 1, -10, 14, 1, -11, 0.1, -1, 1
Cc1oc(-c2ccccc2F)nc1CS(=O)CC(=O)NCc1ccc2c(c1)OCO2 (stereo unspecified)
  9, -2, 0, 2, 33, -12, -3, 0.2, -3, 15
Cc1ccc(-c2nc(CN(C)C3CCOCC3)c(C)o2)s1
  8, 5, 0, -3, 38, 1, 10, 0.0, 6, -2
CCC(NC(=O)Nc1cc(C)on1)(C(F)(F)F)C(F)(F)F
  16, -4, 13, 0, 12, 2, -12, -0.1, 2, 0
COc1cc(C=Nc2cccc([N+](=O)[O-])c2C)ccc1OC(C)=O
  -20, 0, 0, 5, 26, -4, -3, -0.1, 0, 3
O=C(c1cnc(-c2ccc(Cl)cc2)s1)c1ccc(Cl)cc1Cl
  1, -5, -40, -22, 24, -1, -42, 0.4, -2, -7
COc1ccc(/C=C2\SC(=O)N(CCNC(=O)Cn3cnnn3)C2=O)cc1
  -187, 0, 39, 21, 28, -14, -139, 2.0, -2, 6
COCCc1nnc(NC(=O)C(C)C)s1
  -14, 0, 6, 2, 14, -2, -29, 1.4, -6, -3
CCOC(=O)c1cc(C)n(CCc2ccccc2)c1C
  -69, -5, 3, 2, 2, -1, -15, 0.0, -4, 1
Cc1cnc(NC(=O)Cn2cnc3c2c(=O)n(C)c(=O)n3C)s1
  -9, -9, 8, -2, 21, -4, -5, -0.3, -9, 2
Cc1nc2c(cc1C(=O)N/N=C/c1ccc(O)c(O)c1)c(=O)n(C)c(=O)n2C
  6, -8, -79, -73*, 11, 3, -30, -0.3, 1, 8
CCOc1ccc(N(CC(=O)N2CCOCC2)S(=O)(=O)c2ccc(SC)cc2)cc1
  10, -4, 6, -1, 21, 1, 14, 0.0, -2, -2
COc1ccc(Br)cc1/C=N/NC(=O)c1ccco1
  -1, 2, -10, -4, 20, -1, 17, 0.3, 4, -3
Fc1ccc(OCc2nn3c(Cn4nnc5ccccc54)nnc3s2)cc1
  0, -5, 1, 1, 35, -7, -15, -0.5, -1, 1
O=C1CCC(=O)N(O)CCCCCNC(=O)CCC(=O)N(O)CCCCCNC(=O)CCC(=O)N(O)CCCCCN1
  6, /, 6, 5, -37, 2, /, 0.3, /, 1
O=C1/C(=C\c2ccc(O)cc2)SC(=S)N1Cc1ccccc1
  2, 3, 1, 3, 34, 8, -3, -1.1, -5, -5
CCN1CCN(C(=O)c2cc(S(=O)(=O)Nc3ccc(S(C)(=O)=O)cc3)ccc2Cl)CC1
  -4, -2, -3, -5, 5, 0, -3, -0.7, -2, -1

Going on with the list.
Order of values: aSyn UTR inh, IEC-6 tox, HSF-1 act, HSF1 inh, AI-2 QS modul, SKKanGAS inh, KLF5 inh, HIF act, HSP90 inh, Platelet DG rel
CN(C)c1ccc(C2N(c3ccc(F)cc3)C(=O)C3CCCN32)cc1 (stereo unspecified)
  -1, -3, -4, 0, 13, -1, -22, -0.2, -3, 9
Cc1nnsc1C(=O)Nc1ccc(Cl)cc1Cl
  -12, -12, 12, -3, 11, -5, -12, -46, -3, -5
O=C(c1ccco1)N(Cc1cccc([N+](=O)[O-])c1)c1ccc(Br)cc1
  -2, 2, 14, 8, 24, 1, -27, 0.0, 1, -1
COC(=O)C1=C(C)N(CCc2c[nH]c3ccc(OC)cc23)C(=O)C1
  6, -4, -6, -3, 32, 2, -18, 0.0, 0, 7
CCCCCNC(=O)c1ccc2c(=O)[nH]c3c(C(=O)NCC4CCCO4)sc(=S)n3c2c1 (stereo unspecified)
  23, -5, 6, 1, 22, ?, -22, 0.1, 0, 2
Cc1cc(C(=O)Nc2cccc(NC(=O)c3ccco3)c2)ccc1[N+](=O)[O-]
  /, 5, /, /, 6, /, -51, /, -5, /
O=C(CCCSc1nc2ccccc2[nH]1)NC1=NCCS1
  13, 5, -11, 2, -1, -2, -26, -0.1, 2, 4
CCOC(=O)Nc1ccc(C)cc1NC(=O)OCC
  21, 3, -4, -7, 11, -1, 4, -0.4, 0, 0
C=CCn1c(-c2cccc([N+](=O)[O-])c2)n[nH]c1=S
  19, -6, 9, -3, 20, -7, -41, -0.1, 1, 5
Cc1ccc2oc(-c3cccc(NC(=O)Cc4cccs4)c3)nc2c1
  -71, 6, -17, -16, 22, 0, -12, -0.2, -1, 2
CCOc1ccccc1N1CCN(Cc2cnc(-c3ccccc3)[nH]2)CC1
  20, 2, 12, -7, 11, -3, -34, -0.5, -1, 2
CCOC(=O)C1CNc2cc(S(=O)(=O)CC)ccc2O1 (stereo unspecified)
  -2, -2, 6, -5, 31, 0, -13, -0.7, 3, 3
O=C(CSc1ccc2nnc(-c3ccc(Cl)cc3)n2n1)N1CCCc2ccccc21
  6, -5, 4, 2, 21, 15, 9, -1.8, -3, 5
CN1CCN(C(=O)c2ccc(Cl)cc2)CC1
  -7, -3, -16, -4, 14, 1, 2, -1.0, -1, 2
CC1(C(=O)OCC(=O)Nc2nc(-c3ccc(F)c(F)c3)cs2)CC1(Cl)Cl (stereo unspecified)
  -23, 2, 8, 5, 45, 71*, -47, 0.2, -3, -12
Cc1nc(-c2ccccc2)cc(N2CCCC2)n1
  -35, 8, -7, -4, 17, 1, 4, 0.4, -2, -15
CCOC(=O)N1CCN(C(=O)CSc2nc(-c3cccc(C)c3)ns2)CC1
  1, 6, 32, 8, 22, -11, 12, 0.4, 4, -2
Cc1cc(C)n(CC(=O)O)c(=O)c1[N+](=O)[O-]
  /, -6, /, /, 4, /, -17, /, -1, /
CC1(C)Cc2cccc(C(=O)Nc3ccc(Cl)cc3)c2O1
  -3, -4, 41, 9, -14, -4, -11, -0.6, 3, -28
CC(C)c1cc(NC(=O)CCl)on1
  10, 2, -9, -1, -58, -1, -14, 0.0, 14, 7

More results
Order of values: aSyn UTR inh, IEC-6 tox, HSF-1 act, HSF1 inh, AI-2 QS modul, SKKanGAS inh, KLF5 inh, HIF act, HSP90 inh, Platelet DG rel
Cc1cc2cc(NC(=O)c3ccco3)ccc2[nH]1
  -141, -4, -9, -2, 23, 3, 2, 3.0, 3, 3
CN(C)/C=N/S(=O)(=O)c1cccn1-c1ncc(C(F)(F)F)cc1Cl
  15, 0, 2, -3, 9, 5, -8, 0.0, 5, 7
C=CCc1c(C)nc(SCc2ccccc2)[nH]c1=O
  -5, 0, 27, 4, 6, -2, -20, -1.0, -1, -3
CC(=O)Nc1ccc(NC(=O)C2CCCN2/C=C/C(=O)C(F)(F)F)cc1 (stereo unspecified)
  17, -1, 33, 6, -9, -7, -5, 1.1, -5, 9
COc1ccc(C2C(C(N)=O)=C(C)Nc3nc(-c4ccccc4Cl)nn32)c(OC)c1 (stereo unspecified)
  -9, -2, -12, -11, 12, -1, -11, -0.2, -2, -1
Cc1ccc(NC(=O)Nc2cccc(C)n2)c(C)c1
  -104, 2, 23, 20, 4, 5, -1, 2.6, -1, 5
O=C1NCCC/C1=N\Nc1ccc(Br)cc1
  -30, -2, 0, -8, 6, -12, -14, 1.0, -2, -12
CCOc1ccccc1NC(=O)C(=O)CC(=O)c1cccc(OC)c1
  -32, 1, 14, -1, 15, -2, -5, 1.6, 2, -1
Cn1c(O)c(N=NC(=O)CNC(=O)c2ccccc2)c2cc(Br)ccc21
  -3, -6, 32, 9, 35, 2, -20, 0.0, -1, -2
Cc1noc(/C=C/N(C)C)c1S(=O)(=O)N1CCC(C(=O)NC(C)(C)C)CC1
  -5, 0, -3, -6, 8, -4, -20, 0.2, 4, 9
COc1cc2oc(-c3ccc(O)cc3)cc(=O)c2c(OC)c1O
  21, 1, -1, -8, 12, -2, -37, -18, 4, -10
O=C(O)CCNC1CCCCC1
  4, -1, 1, 7, 6, -5, -22, -0.4, 1, 7
CCOc1ccc(C(=O)Nc2nnc(SCC(=O)NCC3CCCO3)s2)cc1 (stereo unspecified)
  76*, 3, 2, -13, 3, 1, 19, -3.3, 36*, -4
O=S(=O)(NCC1COc2ccccc2O1)c1ccc2ccccc2c1 (stereo unspecified)
  -2, 4, -20, -2, 17, -2, -37, 0.0, 1, -14
C=CCn1c(O)c(C(CC)=Nc2ccccc2NC(=O)CC)c(=O)[nH]c1=O
  -1, -1, 12, 3, 12, -3, 7, 0.4, -3, 1
C=CCNc1nc(Nc2ccccc2F)nc(OCC)n1
  -122, 1, 42, 23, 6, 0, -103, 1.1, 0, 2
O=C(c1ccc(Cl)cc1)c1cnc(-c2ccc(Cl)cc2)s1
  -8, 8, 13, 10, 24, 1, -10, 1.2, 2, 1

By substructure: the entries above with two or more sulfur atoms (eight)
Order of values: aSyn UTR inh, IEC-6 tox, HSF-1 act, HSF1 inh, AI-2 QS modul, SKKanGAS inh, KLF5 inh, HIF act, HSP90 inh, Platelet DG rel
O=C(NCc1ccco1)c1cc2c(s1)CSC2
  -42, -8, 11, 2, 30, 5, -29, -0.2, 0, -10
CCOc1ccc(N(CC(=O)N2CCOCC2)S(=O)(=O)c2ccc(SC)cc2)cc1
  10, -4, 6, -1, 21, 1, 14, 0.0, -2, -2
O=C1/C(=C\c2ccc(O)cc2)SC(=S)N1Cc1ccccc1
  2, 3, 1, 3, 34, 8, -3, -1.1, -5, -5
CCN1CCN(C(=O)c2cc(S(=O)(=O)Nc3ccc(S(C)(=O)=O)cc3)ccc2Cl)CC1
  -4, -2, -3, -5, 5, 0, -3, -0.7, -2, -1
CCCCCNC(=O)c1ccc2c(=O)[nH]c3c(C(=O)NCC4CCCO4)sc(=S)n3c2c1 (stereo unspecified)
  23, -5, 6, 1, 22, ?, -22, 0.1, 0, 2
O=C(CCCSc1nc2ccccc2[nH]1)NC1=NCCS1
  13, 5, -11, 2, -1, -2, -26, -0.1, 2, 4
CCOC(=O)N1CCN(C(=O)CSc2nc(-c3cccc(C)c3)ns2)CC1
  1, 6, 32, 8, 22, -11, 12, 0.4, 4, -2
CCOc1ccc(C(=O)Nc2nnc(SCC(=O)NCC3CCCO3)s2)cc1 (stereo unspecified)
  76*, 3, 2, -13, 3, 1, 19, -3.3, 36*, -4

Assay outcomes: PubChem, several laboratories
